Screening results deposited in PubChem by Broad Institute.
NSD2 block: inhibitors of human NSD2, primary screen, biochemical, plate reader, single point; inhibition, % at 12.5 µM; AID 624260, 2012; Histone-lysine N-methyltransferase NSD2 (Homo sapiens), O96028; 0.07% of 44,000 active; NSD2-SET H3K36me1 DELFIA fluorescence; in the data active = inhibition above about 54%, passing the limit was not always enough; inconclusive = no clear call, values can overlap the other calls;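 also: inhibitors reduce the monomethyl H3K36 fluorescence signal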
Target sequence (O96028 whole entry, looked up): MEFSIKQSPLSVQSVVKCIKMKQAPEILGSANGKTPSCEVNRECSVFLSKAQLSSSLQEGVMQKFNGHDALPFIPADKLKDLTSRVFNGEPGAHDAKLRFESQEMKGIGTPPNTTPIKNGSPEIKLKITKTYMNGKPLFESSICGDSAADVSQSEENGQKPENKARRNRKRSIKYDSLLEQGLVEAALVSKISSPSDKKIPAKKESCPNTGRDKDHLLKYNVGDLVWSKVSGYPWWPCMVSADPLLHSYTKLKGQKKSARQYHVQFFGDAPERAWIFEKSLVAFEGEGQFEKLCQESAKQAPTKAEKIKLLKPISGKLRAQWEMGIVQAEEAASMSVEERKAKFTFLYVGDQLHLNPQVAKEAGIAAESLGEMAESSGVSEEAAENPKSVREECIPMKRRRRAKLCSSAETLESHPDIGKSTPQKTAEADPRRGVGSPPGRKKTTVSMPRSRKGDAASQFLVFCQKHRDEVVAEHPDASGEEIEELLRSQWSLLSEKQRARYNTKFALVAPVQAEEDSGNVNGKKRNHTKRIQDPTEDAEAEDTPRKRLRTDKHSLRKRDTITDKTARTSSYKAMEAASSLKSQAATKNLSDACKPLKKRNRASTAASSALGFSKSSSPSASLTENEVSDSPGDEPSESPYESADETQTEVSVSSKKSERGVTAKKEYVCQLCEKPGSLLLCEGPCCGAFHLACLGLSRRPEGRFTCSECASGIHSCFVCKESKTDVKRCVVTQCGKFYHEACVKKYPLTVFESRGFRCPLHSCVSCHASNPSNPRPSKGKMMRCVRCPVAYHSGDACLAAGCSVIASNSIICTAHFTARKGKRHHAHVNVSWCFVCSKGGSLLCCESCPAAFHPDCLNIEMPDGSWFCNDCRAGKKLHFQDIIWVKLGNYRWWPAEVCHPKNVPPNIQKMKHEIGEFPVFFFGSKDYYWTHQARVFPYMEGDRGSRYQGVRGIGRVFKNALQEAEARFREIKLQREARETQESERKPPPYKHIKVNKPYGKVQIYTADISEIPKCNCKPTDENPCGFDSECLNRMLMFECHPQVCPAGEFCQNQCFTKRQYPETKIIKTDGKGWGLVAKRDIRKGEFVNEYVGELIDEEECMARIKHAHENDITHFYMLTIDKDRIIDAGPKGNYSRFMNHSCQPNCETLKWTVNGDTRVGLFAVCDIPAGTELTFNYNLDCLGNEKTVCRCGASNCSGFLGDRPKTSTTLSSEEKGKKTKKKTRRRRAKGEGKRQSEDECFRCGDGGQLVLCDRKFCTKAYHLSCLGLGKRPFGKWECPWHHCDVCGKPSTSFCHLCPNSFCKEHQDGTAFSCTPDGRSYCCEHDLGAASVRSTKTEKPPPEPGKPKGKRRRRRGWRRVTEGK
An asterisk follows results filed as active; ? = inconclusive. The list is partial; the hit share may differ from the screen's.

SMILES | NSD2 block
C=C1[C@]2(C)C[C@@H]3C(=C)[C@@]4(C=CC(=O)OC4(C)C)CC[C@@]3(C)[C@]13C(=O)O[C@H](C)[C@]3(O)C2=O | -5
COc1ccc(CN(C)CCc2ccccn2)c(OC)c1OC | 3
C[C@@H]1CN([C@@H](C)CO)C(=O)c2cc(NC(=O)c3ccncc3)ccc2O[C@H]1CN(C)C(=O)Nc1ccc(F)cc1 | -3
COc1c(O)cc2c(-c3ccccc3)cc(=O)oc2c1OC | 0
Cc1ccc(S(=O)(=O)Nc2ccc3c(c2)C(=O)N([C@@H](C)CO)C[C@@H](C)[C@H](CN(C)C(=O)c2ccccc2)OCCCC[C@H](C)O3)cc1 | -3
CNC(=O)CN(c1cc(C)ccc1OC)S(C)(=O)=O | 23
C[C@H](CO)N1C[C@H](C)[C@H](CN(C)S(=O)(=O)c2cccc(C#N)c2)OCc2cn(nn2)CCCC1=O | 0
Cc1noc(C)c1NC(=O)N(C)C[C@H]1Oc2ncc(C#CC(C)C)cc2C(=O)N([C@@H](C)CO)C[C@@H]1C | 16
C[C@@H]1CCCCO[C@@H](CN(C)C(=O)c2ccccc2)[C@H](C)CN([C@@H](C)CO)C(=O)c2cc(NS(C)(=O)=O)ccc2O1 | 3
CCCNC(=O)N(C)C[C@@H]1Oc2cc(C3=CCCCC3)ccc2S(=O)(=O)N([C@H](C)CO)C[C@H]1C | 1
COc1ccc(S(=O)(=O)Nc2ccc3c(c2)CC(=O)N([C@@H](C)CO)C[C@@H](C)[C@H](CN(C)C(=O)Nc2ccc(F)cc2)O3)cc1 | 0
CC(C)NC(=O)Nc1ccc2c(c1)C(=O)N([C@H](C)CO)C[C@H](C)[C@@H](CN(C)C(=O)NC1CCCCC1)OCCCC[C@H](C)O2 | -4
C[C@H](CO)N1C[C@H](C)[C@@H](CN(C)C(=O)Nc2ccc(C(F)(F)F)cc2)Oc2cc(-c3ccncc3)ccc2S1(=O)=O | 2
C[C@@H]1CN([C@@H](C)CO)C(=O)Cc2cc(NC(=O)C3CC3)ccc2O[C@@H]1CN(C)C | -1
C[C@@H]1CN([C@@H](C)CO)C(=O)c2cccc(NS(=O)(=O)c3cn(C)cn3)c2O[C@@H]1CN(C)C(=O)NC1CCCCC1 | -1
C[C@H](CO)N1C[C@H](C)[C@@H](CN(C)C(=O)CC2CC2)Oc2cc(Br)ccc2S1(=O)=O | -5
C[C@@H]1CCCCO[C@@H](CN(C)Cc2ccc(C(=O)O)cc2)[C@@H](C)CN([C@@H](C)CO)C(=O)c2cc(NS(=O)(=O)c3cccs3)ccc2O1 | 3
C[C@@H]1CN([C@H](C)CO)C(=O)Cc2cc(NC(=O)CCCN(C)C)ccc2O[C@H]1CN(C)S(=O)(=O)c1ccccc1 | 1
COC(=O)C1=CO[C@@H](O[C@@H]2O[C@H](CO)[C@@H](O)[C@H](O)[C@H]2O)[C@H]2[C@@H]1C=CC21C=C([C@H](C)O)C(=O)O1 (stereo not given in full) | 1
C[C@@H]1CN([C@H](C)CO)C(=O)c2cccc(NC(=O)C3CCCCC3)c2O[C@H]1CN(C)CC1CC1 | -2

Fetched by structure from the list above:
SMILES | NSD2 block
Cc1noc(C)c1NC(=O)N(C)C[C@H]1Oc2ncc(C#CC(C)C)cc2C(=O)N([C@@H](C)CO)C[C@@H]1C | 16
CC(C)NC(=O)Nc1ccc2c(c1)C(=O)N([C@H](C)CO)C[C@H](C)[C@@H](CN(C)C(=O)NC1CCCCC1)OCCCC[C@H](C)O2 | -4

More structures:
SMILES | NSD2 block
C[C@H]1CN([C@@H](C)CO)C(=O)Cc2cc(NS(C)(=O)=O)ccc2O[C@@H]1CN(C)S(=O)(=O)c1cn(C)cn1 | 8
C[C@H]1CN([C@@H](C)CO)C(=O)Cc2cc(NC(=O)Cn3cnnn3)ccc2O[C@@H]1CN(C)Cc1ccc(Oc2ccccc2)cc1 | -16
CC(=O)N(C)C[C@H]1Oc2ncc(-c3cncnc3)cc2C(=O)N([C@@H](C)CO)C[C@@H]1C | 4
C[C@H]1CN([C@@H](C)CO)C(=O)CCCn2nncc2CO[C@@H]1CN(C)S(=O)(=O)c1ccc(Oc2ccccc2)nc1 | 0
C[C@H]1CN([C@@H](C)CO)C(=O)c2cc(NS(=O)(=O)c3cn(C)cn3)ccc2O[C@H]1CN(C)C(=O)Nc1ccc2c(c1)OCO2 | ?
Cc1ccc(C)c(S(=O)(=O)/N=C(\c2ccccc2)N(C)C)c1 | -1
O=C(C[C@H]1C[C@@H]2c3cc(NC(=O)c4ccc5c(c4)OCO5)ccc3O[C@@H]2[C@@H](CO)O1)NCC(F)(F)F | 0
C[C@@H]1CN([C@@H](C)CO)C(=O)Cc2cc(N(C)C)ccc2O[C@H]1CN(C)C(=O)Nc1cccc2ccccc12 | 8
C[C@@H]1CN([C@H](C)CO)C(=O)c2cccc(NS(=O)(=O)c3cccs3)c2O[C@H]1CN(C)C(=O)Nc1cccc2ccccc12 | -3
O=C(/C=C/c1ccc(O)cc1)NCC(O)c1ccc(O)cc1 (stereo not given) | 9
C[C@H](CO)N1C[C@H](C)[C@H](CN(C)C)Oc2ccc(NC(=O)Cc3cn(C)c4ccccc34)cc2C1=O | 5
CCOC(=O)C1C2C=CC3(O2)C1C(=O)N(Cc1ccccc1)C3C(=O)NCc1ccccc1 (stereo not given) | -3
C[C@H]1CN([C@@H](C)CO)C(=O)CCCn2nncc2CO[C@H]1CN(C)Cc1ccc(O)cc1 | 1
C[C@@H]1CN([C@@H](C)CO)S(=O)(=O)c2ccc(C#Cc3cccnc3)cc2O[C@H]1CN(C)CC1CCOCC1 | 6
COc1ccc(C#Cc2ccc3c(c2)O[C@@H](CN(C)C(=O)CN2CCOCC2)[C@@H](C)CN([C@H](C)CO)S3(=O)=O)cc1 | 3
C[C@H](CO)N1C[C@H](C)[C@@H](CN(C)C(=O)Nc2cccc3ccccc23)Oc2ccc(NC(=O)Cc3cn(C)c4ccccc34)cc2C1=O | -2
Clc1ccc(-c2nc3sccn3c2/C=N/OCc2ccc(Cl)c(Cl)c2)cc1 | -1
CNC[C@H]1Oc2cc(-c3ccc(OC)cc3)ccc2S(=O)(=O)N([C@H](C)CO)C[C@@H]1C | 2
C[C@@H]1CN([C@H](C)CO)S(=O)(=O)c2ccc(C#CC3(O)CCCC3)cc2O[C@@H]1CN(C)C(=O)Nc1ccc(F)cc1 | 0
C[C@H]1CN([C@@H](C)CO)C(=O)c2cccc(NC(=O)c3ccncc3)c2O[C@@H]1CN(C)Cc1ccc(Oc2ccccc2)cc1 | 0

Next part; the last 7 above are carried over.
SMILES | NSD2 block
C[C@@H]1CN([C@@H](C)CO)S(=O)(=O)c2ccc(C#Cc3cccnc3)cc2O[C@H]1CN(C)CC1CCOCC1 | 6
COc1ccc(C#Cc2ccc3c(c2)O[C@@H](CN(C)C(=O)CN2CCOCC2)[C@@H](C)CN([C@H](C)CO)S3(=O)=O)cc1 | 3
C[C@H](CO)N1C[C@H](C)[C@@H](CN(C)C(=O)Nc2cccc3ccccc23)Oc2ccc(NC(=O)Cc3cn(C)c4ccccc34)cc2C1=O | -2
Clc1ccc(-c2nc3sccn3c2/C=N/OCc2ccc(Cl)c(Cl)c2)cc1 | -1
CNC[C@H]1Oc2cc(-c3ccc(OC)cc3)ccc2S(=O)(=O)N([C@H](C)CO)C[C@@H]1C | 2
C[C@@H]1CN([C@H](C)CO)S(=O)(=O)c2ccc(C#CC3(O)CCCC3)cc2O[C@@H]1CN(C)C(=O)Nc1ccc(F)cc1 | 0
C[C@H]1CN([C@@H](C)CO)C(=O)c2cccc(NC(=O)c3ccncc3)c2O[C@@H]1CN(C)Cc1ccc(Oc2ccccc2)cc1 | 0
COc1ccc(NC(=O)N(C)C[C@H]2Oc3c(NC(=O)c4ccc(-c5nccs5)cc4)cccc3C(=O)N([C@@H](C)CO)C[C@@H]2C)cc1 | -4
CNC[C@@H]1Oc2cc(C#Cc3ccccc3)ccc2S(=O)(=O)N([C@@H](C)CO)C[C@H]1C | -2
C[C@H](CO)N1C[C@H](C)[C@H](CN(C)Cc2ccc3c(c2)OCO3)Oc2ccc(NC(=O)CCCCCC(=O)Nc3ccccc3N)cc2CC1=O | 2
COc1ccc(-c2cnc3c(c2)C(=O)N([C@@H](C)CO)C[C@@H](C)[C@H](CN(C)S(C)(=O)=O)O3)cc1 | -3
C[C@H](CO)N1C[C@H](C)[C@@H](CN(C)Cc2ccccn2)Oc2ncc(-c3ccc(C#N)cc3)cc2C1=O | -6
CC1(C)[C@H]2CC=C(/C=N\NC(=O)CCCCC(=O)NO)[C@@H]1C2 | -4
C[C@@H]1CN([C@H](C)CO)S(=O)(=O)c2ccc(Br)cc2O[C@@H]1CN(C)C(=O)C1CCC1 | 4
C[C@@H]1CN([C@@H](C)CO)C(=O)c2cccc(NC(=O)Nc3ccc(F)cc3)c2O[C@@H]1CN(C)Cc1ccccc1 | 2
COc1cccc(S(=O)(=O)Nc2ccc3c(c2)[C@H]2C[C@@H](CC(=O)N(C)C)O[C@H](CO)[C@H]2O3)c1 | -5
C[C@@H]1CN([C@H](C)CO)S(=O)(=O)c2ccc(C#CC(C)(C)O)cc2O[C@@H]1CN(C)C(=O)CC1CC1 | 7
CCC(Sc1nnc2sc3ccccc3n12)C(=O)O (stereo not given) | 0
C[C@H]1CN([C@@H](C)CO)C(=O)c2cc(C3=CCCC3)cnc2O[C@@H]1CN(C)C(=O)Cc1ccncc1 | -4
C[C@@H]1CN([C@H](C)CO)C(=O)c2cc(NC(=O)Nc3ccc4c(c3)OCO4)ccc2O[C@H]1CN(C)S(=O)(=O)c1cccs1 | -2
CCCC#Cc1cnc2c(c1)C(=O)N([C@@H](C)CO)C[C@H](C)[C@H](CN(C)S(C)(=O)=O)O2 | 15
C/C=C/c1ccc2c(c1)O[C@@H](CN(C)S(C)(=O)=O)[C@H](C)CN([C@@H](C)CO)S2(=O)=O | 2
COc1ccc(C#Cc2cnc3c(c2)C(=O)N([C@@H](C)CO)C[C@@H](C)[C@H](CN(C)CC2CCOCC2)O3)cc1 | 13
COc1ccc(-c2cnc3c(c2)C(=O)N([C@H](C)CO)C[C@H](C)[C@H](CN(C)Cc2cccnc2)O3)cc1 | 2
CC(C)NC(=O)N(C)C[C@@H]1Oc2ccc(NS(=O)(=O)c3cn(C)cn3)cc2CC(=O)N([C@@H](C)CO)C[C@H]1C | 2
Cc1noc(C)c1NC(=O)N(C)C[C@@H]1Oc2ccc(NC(=O)Cc3cn(C)c4ccccc34)cc2C(=O)N([C@@H](C)CO)C[C@@H]1C | -5
C[C@@H]1CCCCO[C@H](CN(C)S(=O)(=O)c2cccs2)[C@H](C)CN([C@@H](C)CO)C(=O)c2cc(NC(=O)CCC(F)(F)F)ccc2O1 | 15
C[C@H]1CN([C@@H](C)CO)S(=O)(=O)c2ccc(/C=C/c3ccccc3)cc2O[C@H]1CN(C)C(=O)Nc1ccc(F)cc1 | 7
COc1ccc([Si](C)(C)[C@@H]2[C@@H](CCO)O[C@]3(C(=O)N(c4ccccc4)c4ccccc43)[C@H]2C)cc1 | 0
COc1ccc(S(=O)(=O)N(C)C[C@H]2OCCCC[C@@H](C)Oc3ccc(NS(=O)(=O)c4ccc(F)cc4)cc3C(=O)N([C@H](C)CO)C[C@H]2C)cc1 | 4
Cc1noc(C)c1S(=O)(=O)Nc1ccc2c(c1)CC(=O)N([C@@H](C)CO)C[C@H](C)[C@@H](CN(C)Cc1ccccc1)O2 | -3
COc1ccccc1-c1cnc2c(c1)C(=O)N([C@H](C)CO)C[C@H](C)[C@H](CN(C)C)O2 | 0
Cc1noc(C)c1NC(=O)Nc1ccc2c(c1)C(=O)N([C@H](C)CO)C[C@H](C)[C@@H](CN(C)S(=O)(=O)c1cccs1)O2 | -1
CC(C)NC(=O)Nc1ccc2c(c1)CC(=O)N([C@@H](C)CO)C[C@@H](C)[C@H](CN(C)C(=O)Nc1ccc3c(c1)OCO3)O2 | -2
COc1ccc(-c2cc(=O)c3c(OC)c(OC)c(OC)c(OC)c3o2)cc1OC | -1
C[C@H]1CN([C@@H](C)CO)C(=O)Cc2cc(NC(=O)Nc3ccc(F)cc3)ccc2O[C@H]1CN(C)C(=O)Nc1ccc(F)cc1 | 0
C[C@@H]1CN([C@H](C)CO)C(=O)c2cc(-c3cccnc3)cnc2O[C@@H]1CN(C)C(=O)C1CCCCC1 | 13
O=C(C[C@H]1C[C@H]2c3cc(NC(=O)NC4CCCC4)ccc3O[C@H]2[C@H](CO)O1)NCCN1CCCCC1 | 3
COc1ccc(S(=O)(=O)Nc2ccc3c(c2)C(=O)N([C@H](C)CO)C[C@@H](C)[C@@H](CN(C)S(=O)(=O)c2ccc(F)cc2)O3)cc1 | -5
COc1ccc(NC(=O)N(C)C[C@@H]2Oc3ccc(NS(=O)(=O)c4ccc(OC)cc4)cc3CC(=O)N([C@@H](C)CO)C[C@@H]2C)cc1 | -1
C[C@@H]1CN([C@H](C)CO)C(=O)c2cc(-c3ccccc3F)cnc2O[C@@H]1CN(C)C(=O)c1ccccn1 | 0
C[C@@H]1CN([C@H](C)CO)C(=O)Cc2cc(NC(=O)Nc3ccc4c(c3)OCO4)ccc2O[C@H]1CN(C)C | -2
COc1ccccc1S(=O)(=O)N(C)C[C@@H]1Oc2cc(C#CCC(C)C)ccc2S(=O)(=O)N([C@H](C)CO)C[C@@H]1C | -1
C[C@@H]1CN([C@@H](C)CO)C(=O)Cc2cc(NC(=O)Cn3cnnn3)ccc2O[C@@H]1CN(C)S(=O)(=O)c1ccc(Cl)cc1 | -2
C[C@@H]1CN([C@@H](C)CO)C(=O)c2cc(NC(=O)Cc3ccccc3)ccc2O[C@@H]1CN(C)C(=O)Nc1ccc2c(c1)OCO2 | 0
Cc1ccc(-c2ccc3c(c2)O[C@@H](CN(C)Cc2ccccc2)[C@@H](C)CN([C@H](C)CO)S3(=O)=O)cc1 | -5
Cc1ccc(S(=O)(=O)Nc2ccc3c(c2)C(=O)N([C@@H](C)CO)C[C@@H](C)[C@H](CN(C)Cc2ccc(C(=O)O)cc2)OCCCC[C@@H](C)O3)cc1 | 3
Cc1noc(C)c1NC(=O)N(C)C[C@@H]1Oc2ccc(NC(=O)NC3CCCCC3)cc2CC(=O)N([C@@H](C)CO)C[C@@H]1C | -4
